Source: PubChem
SW480 rereplic: DNA re-replication induction in SW480 cells; SW480 DNA re-replication, Hoechst DNA content imaging, 48 h; AID 624297; Potency, µM (top dose mostly 46.1 µM), without a hit: top-dose re-replication activation, hits mostly activators; hit rate 1.8% among 340,000; note: potency is the fitted concentration of half-maximal effect; % of control where 0% means no effect; nearly all actives have a fitted effect of over 55% in size
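DNA re-replication was detected as more nuclei of elevated Hoechst intensity after 48 hr exposure to compound (23 nL pinned per well of 250 cells).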
ATXN2 expr inh: reduces ATXN2 reporter expression in HEK-293 cells; HEK-293 ATXN2-luciferase reporter, luminescence, 24 h; hit rate 0.72% among 360,000; Potency, µM (doses to about 57 µM), inactives show at the top dose activity change, negative = inhibition, most hits filed as inhibitors; note: potency is the fitted concentration of half-maximal effect; % is set by controls: 0 for no effect and ±100 for the full control effect; nearly all actives have a fitted effect of over 55% in size
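ATXN2-luciferase reporter cells (luciferase flanked by upstream and downstream ATXN2 gene portions) were treated 24 h at 37 °C with compounds at up to 57 uM. SteadyGlo luminescence gave expression; GF-AFC fluorescence gave viability.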
HT1080-NT tox: kills 2HG-producing HT-1080-NT fibrosarcoma cells; hit rate 1.6% among 360,000; Potency, µM (doses to about 46.1 µM), for the others: top-dose activity, negative = less viability, most hits filed as cytotoxic; HT-1080-NT fibrosarcoma viability, CellTiter-Glo ATP luminescence, 48 h;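 note: NT is the 2HG producing partner of a matched IDH1 knockdown line; potency is the fitted concentration of half-maximal effect; 0% = DMSO-treated cells and -100% = media-only wells without cells; nearly all actives have a fitted effect of over 55% in size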
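Viability by CellTiter-Glo luminescence after 48 h compound exposure at 37C of HT-1080-NT cells (750/well, RPMI, 5% FBS). % activity scaled between DMSO wells and medium-only wells, then curve-fitted and categorized by curve class.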
IL1B secr inh: inhibitors of inflammasome signaling (IL-1 beta secretion); THP-1 LPS/ATP IL-1B secretion, AlphaLISA, 16 h; active compounds read low; activity change, % at 57.5 µM; hit rate 4.7% among 360,000; in the data active = activity change below about -50%; inconclusive = mostly about -30% to -49%; note: % is set by controls: 0 for no effect and ±100 for the full control effect
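Secreted IL-1B measured by AlphaLISA bead assay after 16 h compound exposure of THP-1 cells; compounds (final up to 57.5 uM) added 1 h before LPS (250 ng/mL) and ATP (1.25 mM) stimulation; lower signal means less secretion.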
KB-3-1 tox: kills parental KB-3-1 adenocarcinoma cells; KB-3-1 viability, CellTiter-Glo ATP luminescence, 72 h; Potency, µM (highest dose often 46.1 µM), inactives show top-dose activity change, negative = cytotoxic, hits mostly cytotoxic; hit rate 1.4% among 400,000; AID 1347075; note: potency is the fitted concentration of half-maximal effect; % is set by controls: 0 for no effect and ±100 for the full control effect; nearly all actives have a fitted effect of over 60% in size
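Luminescent ATP read-out (CellTiter-Glo) measures survival of drug-naive KB-3-1 cells after 72 h compound exposure at 37 °C. Titration series was screened from lowest to highest concentration, with DMSO vehicle plates as background controls.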
HT1080 IDH1KD tx: HT-1080 IDH1 knockdown cell toxicity (counter line) | HT-1080 IDH1 knockdown viability, ATP luminescence, 48 h | Potency, µM (highest dose often 46.1 µM), without a hit: top-dose activity, negative = toxicity, hits mostly cytotoxic | hit rate 2% among 360,000 | AID 686971;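 note: potency is the fitted concentration of half-maximal effect; 0% = DMSO wells and -100% = cell-free medium wells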
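Assay cells: HT-1080 with IDH1 knockdown, 750 per well, RPMI/5% FBS. Exposure: 48 h at 37 °C following 2 h pre-incubation. Read: CellTiter-Glo luminescence; fitted concentration-response, curve class assigned.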
MCF10A rerep: induces DNA re-replication in MCF 10a normal breast cells; MCF 10A DNA re-replication, Hoechst nuclear intensity, 48 h; Potency, µM (titrated, usually from 46.1 µM), for inactives: at the highest dose activity, positive = re-replication, hits mostly activators; hit rate 2.9% among 350,000; note: potency is the fitted concentration of half-maximal effect; % of control where 0% means no effect; nearly all actives have a fitted effect of over 50% in size
KB-V1 MDR tox: kills drug-selected multidrug resistant KB-V1 cells | hit rate 3.4% among 400,000 | KB-V1 MDR cells viability, CellTiter-Glo, 72 h | Potency, µM (doses to about 46.1 µM), for inactives: at the highest dose activity change, negative = cytotoxicity, most hits filed as cytotoxic; note: potency is the fitted concentration of half-maximal effect; % is set by controls: 0 for no effect and ±100 for the full control effect; nearly all actives have a fitted effect of over 60% in size
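Luminescent ATP read-out (CellTiter-Glo, 10 min) measures survival of drug-selected KB-V1 MDR cells after 72 h, 37 degrees C compound exposure. Medium: phenol-red-free DMEM, 10% FBS. Values from fitted concentration-response curves.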
ATXN viability: viability counter-screen for ATXN expression inhibitors; S2 cells (HEK-293 line with an ATXN2-luciferase reporter) viability, CellTiter-Fluor protease fluorescence, 24 h; Potency, µM (doses to about 56.7 µM), hits mostly cytotoxic; hit rate 0.49% among 400,000; note: potency is the fitted concentration of half-maximal effect; nearly all actives have a fitted effect of over 40% in size
* hit, by the source's call; i = inactive; ? = inconclusive; · = not tested or not shown; & = joins results of further samples; [ ] = another dose, or the depositor's remark. Unless noted, calls come from the whole dose curve; as a rule, active = well fitted curve in the direction sought with a large enough effect; inconclusive = small, poorly fitted or top-dose-only effect, or another doubt; inactive = no such curve, though single readings can be large; an effect the other way counts as inactive or inconclusive.

SMILES | SW480 rereplic | ATXN2 expr inh | HT1080-NT tox | IL1B secr inh | KB-3-1 tox | HT1080 IDH1KD tx | MCF10A rerep | KB-V1 MDR tox | ATXN viability
Cc1cc(C)n(S(=O)(=O)c2ccc(C(C)(C)C)cc2)n1 | -7% | 3% | 0% | -13 | -6% | 1% | 0% | -6% | i
COC(=O)Cc1c(O)ccn(CCc2ccccc2)c1=O | -8% | -1% | 11% | 27 | -1% | 11% | 0% | -3% | i
COc1cccc2cc(C(=O)NC(C)C3CCCO3)c(=O)oc12 (configuration not stated) | 0% | 21% | 6% | 0 | 5% | ? | 10% | ? | i
CCCc1cc(=O)[nH]c(SCc2ccc(Cl)cc2)n1 | 0% | 18% | 0% | 0 | -2% | -2% | 5% | ? | i
CCOCCc1nn2c(=O)cc(CSCC(=O)Nc3ccc(OC)cc3)nc2s1 | -8% | -3% | 10% | -6 | 5% | 19% | 1% | 15% | i
O=C1CCCN1CCCNC(=S)Nc1cccc2ccccc12 | 8% | 45%[activator] | -6% | -6 | 1% | -7% | 19% | ? | i
CCCCOc1ccc(CN(C)c2ncnc(N)n2)cc1 | ? | 8% | ? | -4 | 0% | ? | ? | ? | ?
O=C(C1CC1)N1N=C(c2ccc(Cl)cc2)CC1(O)C(F)(F)F (configuration not stated) | -17% | -27% | 1% | -1 | 10% | -7% | ? | -4% | i
COc1ccc(C(=O)NCC(c2ccco2)N2CCc3ccccc32)cc1 (configuration not stated) | ? | -28% | 4.1µM* | 64 | 5.8µM* | 5.8µM* | 5.8µM* | 7.3µM* | ?
Cn1c(CCC(=O)Nc2ccc(F)cc2)nc2cc(S(=O)(=O)N3CCOCC3)ccc21 | -294% | 6% | 2% | -15 | -1% | -1% | 7% | 23% | i
CC(C)(C)n1nnnc1C(c1ccc(F)cc1)N(Cc1ccc(F)cc1)Cc1ccco1 (configuration not stated) | 22% | ? | -19% | -18 | ? | -19% | ? | ? | i
CC(C)Nc1nc(NCCOc2ccccc2)c2sccc2n1 | · | ? | 26µM* | -72* | -15% | 23µM* | · | ? | i

Printed as active in IL1B secr inh, among the entries above:
Molecule,SW480 rereplic,IL1B secr inh
CC(C)Nc1nc(NCCOc2ccccc2)c2sccc2n1,·,-72*

Next section
SMILES | SW480 rereplic | ATXN2 expr inh | HT1080-NT tox | IL1B secr inh | KB-3-1 tox | HT1080 IDH1KD tx | MCF10A rerep | KB-V1 MDR tox | ATXN viability
CN(C)S(=O)(=O)NC(=O)C1=C(N2CCCC2)COC1=O | 3%[9.22 µM] | -3% | -1% | -3 | 0% | -2% | 1% | -10% | i
c1nc(C2CCCCC2)cc2cc3c(cc12)OCO3 | -1%[9.22 µM] | 36%[activator] | 15% | 30 | 18% | 17% | -8% | 23% | i
O=C1CC(C(=O)N2CCc3ccccc32)CN1c1ccc(F)cc1 (configuration not stated) | -6% | -14% | 0% | -5 | -7% | 3% | 25% | -6% | i
CCOC(=O)c1ccc(-c2c(-c3ccc4c(c3)OCO4)noc2-c2ccsc2)cc1F | ? | 2% | 2% | 21 | 12%&5% | 11% | ? | ? | i
Cc1ccc(C)c(NC(=O)CCC(=O)N/N=C2/CC(=O)CC(C)(C)C2)c1 | -8% | -23% | 0% | 34 | 3% | 5% | -7% | 2% | i
CCc1ccc(OCC2c3cc(OC)c(OC)cc3CCN2C(=S)NCCOC)cc1 (configuration not stated) | -5% | -17% | -21% | ? | -20% | -18% | 10% | 0% | i
CN(c1ccccc1)c1nc(N)c([N+](=O)[O-])c(NCc2ccccc2)n1 | -7% | -12% | -27% | -56* | -2% | -23% | 0% | ? | ?
CN1CCN(NC(=O)/C=C/c2cccc(Cl)c2)CC1 | -7% | 14% | -9% | 3 | 2% | -7% | -22% | 20% | i
COc1ccccc1N1CCN(S(=O)(=O)c2c(C)sc3ncn(CC(=O)Nc4cccc(Cl)c4)c(=O)c23)CC1 | · | -4% | · | · | 2% | · | · | -5% | i
O=C(c1ccco1)N1CCN(C(c2ccccc2F)c2nnnn2Cc2cccs2)CC1 (configuration not stated) | -4% | -2% | -1% | 10 | -4% | 17% | -9% | ? | i
Cc1ccc(C(=O)NCCNC(=O)Cc2ccccc2)cn1 | ? | 1% | 13% | 20 | 8% | 3% | 1% | 14% | i
N#Cc1c(-c2ccccc2)nc(-c2ccccc2)[nH]c1=O | -6% | 0% | -3% | 25 | -7% | -4% | 15% | 8% | i
COc1ccc(N)cc1C#N | 16% | 0% | -1% | 14 | -1% | -1% | -4% | 1% | i
O=C(Nc1ccccn1)c1c(O)c2cccc3c2n(c1=O)CCC3 | 1% | 22% | 2% | 19 | -28% | 6% | -2% | ? | i
COc1cc([N+](=O)[O-])cc(/C=N/NC(=O)Cn2cncn2)c1O | -2% | · | ? | -6 | ? | ? | 16µM* | ? | i
CCOC(=O)CSc1nnc(C2CCCCC2)n1C | -3% | -24% | 24% | 2 | 3% | 19% | 4% | 8% | i
COc1ccc(C2=C(N3CCN(c4cccc(C)c4C)CC3)c3ccccc3C2=O)cc1 | · | 7% | · | · | 4% | · | · | -11% | i
COC(=O)c1ccc(NC(=O)[C@H](C)NC(N)=O)cc1 | -15% | -1% | -11% | -15 | 14% | -11% | -1% | 26% | i
Nc1nc(-c2ccco2)cs1 | 3% | 13% | 13% | 7 | -1% | 18% | -9% | -5% | i
CCc1ccc(NC(=O)Cc2ccc(NC3=NC4CS(=O)(=O)CC4S3)cc2)cc1 (configuration not stated) | -5% | 1% | -13% | 12 | 34% | -1% | -1% | 4% | i
CC(=O)Nc1ccc(CN2CCN(C3CCCC3)C(CCO)C2)cc1 (configuration not stated) | 4% | -7% | -21% | -20 | -2% | 5% | 2.6µM* | 0% | i
NNC(=O)c1cccc(O)c1 | -5% | 26% | -2% | -8 | 0% | 6% | -2% | 0% | i
CCc1ccc(C(O)c2ncc(-c3cccc4ccccc34)[nH]2)cc1 (configuration not stated) | · | ? | ? | -14 | ? | ? | · | -14% | ?
COc1ccccc1-c1cc(C(F)(F)F)nc(S(=O)(=O)CCCC(=O)Nc2ccc(F)c(Cl)c2)n1 | · | 1% | · | · | -4% | · | · | ? | i
Cc1nnc(NC(=O)CSc2nccn2Cc2ccccc2)s1 | 1% | 2%&16% | 0% | 0 | 12%&-4% | -2% | 3% | -16%&0% | i
Cc1csc2nc3cc(C(N)=O)ccc3c(=O)n12 | -43%[inhibitor] | 16% | 15% | 31 | 0% | 11% | -5% | ? | ?
CCOc1ccc(Cl)cc1CN1CCOCC1 | 0% | 2% | 5% | 1 | 0% | 11% | 12% | -1% | i
Cc1oc(-c2ccc(Cl)cc2)nc1CN1CCC(C(=O)NCCCN2CCCC2=O)CC1 | 2% | -9% | -9% | -25 | 2% | -2% | -1% | -22% | i
O=C(CCc1ccccc1)N/N=C/c1cccc([N+](=O)[O-])c1 | -1% | · | 1% | -7 | 5% | -2% | -4% | 4% | i
S=C1NCCc2ccc(Cl)cc2C1c1ccccc1 (configuration not stated) | -5% | -5% | -11% | 6 | 10% | -24% | 5% | 6% | i
CCCNC(=O)COC(=O)c1ccccc1OCc1ccc(Cl)cc1 | 1% | 5% | -3% | -5 | -1% | -4% | -6% | -10% | i
O=C(NC1CCCCC1)c1cccc2c1C(=O)c1ccc(N3CCC(Cc4ccccc4)CC3)cc1S2(=O)=O | -4% | -8% | 10% | -10 | 4% | 8% | 42% | 19% | ·
Cc1ccc(/C(N)=N/OC(=O)Cc2cccs2)cc1 | -13% | 60%[activator] | 13% | 5 | 0% | 9% | 1% | 5% | i
CCC[C@@H]1C=C(C(=O)OCC)[C@H](c2ccccc2)N1S(=O)(=O)c1ccc(C)cc1 | · | -10% | -10% | 4 | ? | -23% | · | -45% | i
O=C(NCC1CCCO1)C(Cc1ccccc1)N1C(=O)C2C3C=CC(C4CC34)C2C1=O (configuration not stated) | ? | -28% | 9% | -2 | 16% | -3% | 15µM* | -29% | i
CCOC(=O)Cc1csc(NC(=O)c2cnc3sc(C)cn3c2=O)n1 | -6% | 10% | 25% | 21 | -2% | 11% | -5% | 0% | i
CCN(CC)C(=O)C12C(=O)Oc3ccccc3C1C2(C)C(=O)c1ccc(F)cc1 (configuration not stated) | 15% | -5% | 26% | 5 | -5% | 22% | ? | -12% | i
COC(=O)c1c(NC(=O)C2CC=CCC2C(=O)O)sc(C)c1C (configuration not stated) | -15% | 3% | -5% | 28 | -8% | 4% | 3% | -12% | i
CC(C)CCOCC(O)CCC(=O)NNC(=S)Nc1ccccc1 (configuration not stated) | -71% | · | 10% | 11 | -2% | 0% | -2% | -3% | i
Cc1cc(C)c2c(CC(=O)Nc3c(C(=O)Nc4ccc(Cl)cc4)oc4ccccc34)coc2c1 | · | 12% | · | · | 6% | · | · | -3% | i
CCOc1ccc(OCC(=O)OCC(=O)Nc2ccccc2C#N)cc1 | -5% | 6% | 12% | 5 | -20% | 11% | -1% | ? | ?
CCc1ccc(N=C2NC(=O)CC(C(=O)Nc3ccc(OC)cc3)S2)cc1 (configuration not stated) | · | -24% | · | · | 1% | · | · | 6% | i
O=C(Oc1ccccc1/C=C\C(=O)c1cc2ccccc2o1)c1cccc(F)c1 | ? | 42%[activator] | ? | -68* | 3% | -29% | 18µM* | ? | i
CC(C)C(c1nnnn1Cc1ccccc1)N(Cc1ccco1)Cc1cccs1 (configuration not stated) | 20% | -13% | -13% | -10 | ? | -30% | ? | ? | i

3 entries already listed, arranged by SMILES length, high to low:
SMILES | SW480 rereplic | ATXN2 expr inh | HT1080-NT tox | IL1B secr inh | KB-3-1 tox | HT1080 IDH1KD tx | MCF10A rerep | KB-V1 MDR tox | ATXN viability
O=C(Oc1ccccc1/C=C\C(=O)c1cc2ccccc2o1)c1cccc(F)c1 | ? | 42%[activator] | ? | -68* | 3% | -29% | 18µM* | ? | i
CC(C)C(c1nnnn1Cc1ccccc1)N(Cc1ccco1)Cc1cccs1 (configuration not stated) | 20% | -13% | -13% | -10 | ? | -30% | ? | ? | i
COC(=O)c1c(NC(=O)C2CC=CCC2C(=O)O)sc(C)c1C (configuration not stated) | -15% | 3% | -5% | 28 | -8% | 4% | 3% | -12% | i
